Screens: PubChem BioAssay, several laboratories
phage Ecoli inh – growth loss of phage-infected E. coli, primary screen, RecBCD inhibitor project, absorbance, with phage, HTS; inhibition, % at 11.9 µM; actives 0.26% (n = 360,000); AID 651602, 2012; in the data active = inhibition above about 11%
Rtt109 Vps75 – inhibitors of C. albicans Rtt109/Vps75 HAT, primary screen, biochemical, ThioGlo CoA-SH fluorescence, plate reader; Histone acetyltransferase RTT109 (Candida albicans (strain SC5314 / ATCC MYA-2876)), …; purified Rtt109/Vps75, 4 h; inhibition, % at 34.9 µM; actives 0.16% (n = 330,000); AID 540336, 2011;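 active = inhibition of at least 50% in every replicate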
Target sequence (Q5AAJ8 whole entry, looked up): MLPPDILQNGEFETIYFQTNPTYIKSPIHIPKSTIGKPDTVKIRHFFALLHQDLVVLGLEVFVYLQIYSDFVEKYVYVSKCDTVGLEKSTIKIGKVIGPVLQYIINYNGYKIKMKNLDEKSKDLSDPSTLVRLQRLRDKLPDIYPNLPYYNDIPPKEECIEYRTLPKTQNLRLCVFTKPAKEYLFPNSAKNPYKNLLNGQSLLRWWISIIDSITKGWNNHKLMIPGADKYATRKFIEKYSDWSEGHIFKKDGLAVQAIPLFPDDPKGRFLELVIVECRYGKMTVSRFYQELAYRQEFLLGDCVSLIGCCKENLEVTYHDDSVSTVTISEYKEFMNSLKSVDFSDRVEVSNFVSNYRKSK
Tat export inh – E. coli Tat export inhibitors, primary screen, MC4100, TorA-mCherry reporter, fluorescence, single point; inhibition, % at 10 µM; actives 0.036% (n = 340,000);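 active = mean replicate inhibition at least 50% and at least half of replicates individually reaching 50%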;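 note: exported cargo escapes ClpAP degradation while cytoplasmic cargo is degraded and loses fluorescence; 0% = median of neutral control wells and 100% = median of NaSCN control wells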
AddAB inh – growth inhibition of E. coli expressing H. pylori AddAB, primary screen, AddAB inhibitor project, absorbance | inhibition, % at 11.9 µM | actives 0.29% (n = 330,000) | AID 435030, 2010; in the data active = inhibition above about 12%;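 note: 0% = vehicle wells of infected cells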
CAL PDZ FP – CAL PDZ peptide-binding inhibitors, primary screen, biochemical, fluorescence polarization, Cer-tagged CAL PDZ, HTS; AID 504414, 2011; purified CAL PDZ, TMR-peptide fluorescence polarization, 1 h; actives 0.02% (n = 330,000); inhibition, % at 20 µM;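 active = highest replicate inhibition of at least 40%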;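 note: plate controls were DMSO neutral control wells for no effect and unlabeled competitor peptide control wells for full effect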
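System: tagged CAL PDZ domain. Schedule: 1 h room-temperature incubation prior to read. Signal: fluorescence polarization (mP). Measure: percent inhibition from loss of millipolarization.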
Ecoli viability – E. coli V3065 growth inhibition, primary screen, counter-screen for AddAB inhibitor project, absorbance, OD600; actives 0.27% (n = 330,000); 18 h; AID 449728, 2010; inhibition, % at 11.9 µM;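 active = inhibition above the campaign's mean inhibition across all tested compounds plus 3 SD, cut at about 9.9% in these data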;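 note: uninfected addAB+ strain grown without phage in ampicillin broth; 0% = DMSO wells and 100% = ciprofloxacin 0.95 µg/ml wells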
Wnt act – Wnt/beta-catenin pathway activators, primary screen, cell-based, plate reader, single point; Wnt/beta-catenin reporter cell assay, activator; actives 1.2% (n = 300,000); activation, % at 9.35 µM; in the data active = activation above about 30%, passing the limit was not always enough;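 note: 0% = neutral control wells and 100% = positive control wells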
DAGLB inhibitor – DAGLB lipase inhibitors, primary screen, biochemical, fluorescence, HTS; AID 504411, 2011; inhibition, % at 5.17 µM; HEK293T DAGLB membrane lysate, EnzChek fluorogenic substrate; actives 0.059% (n = 340,000); Diacylglycerol lipase-beta (Homo sapiens), Q8NCG7; in the data active = inhibition above about 34%;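 note: 0% = enzyme with vehicle and 100% = wells lacking enzyme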
PfHsp90 set2 – growth inhibition of PfHsp90-expressing yeast, primary screen, antimalarial PfHsp90 inhibitor project, S. cerevisiae, BacTiter-Glo luminescence, single point, set 2; BacTiter-Glo ATP, 48 h; yeast lacking PDR1 and PDR3 efflux regulators; inhibition, % at 9.4 µM; actives 0.32% (n = 310,000);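 active = every replicate shows inhibition above about 80%, whatever the replicate mean, limit read from the data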;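 note: 0% = DMSO neutral controls and 100% = 20 µM radicicol positive controls; yeast relying on Plasmodium falciparum Hsp90 in place of its own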
PvdQ inh – P. aeruginosa PvdQ acylase inhibitors, primary screen, biochemical, fluorescence, plate reader and imaging, single point | AID 488965, 2010 | actives 0.063% (n = 340,000) | purified PvdQ acylase | inhibition, % at 10 µM; in the data active = inhibition above about 30%, passing the limit was not always enough;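 note: 0% = vehicle neutral wells and 100% = reference inhibitor wells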
Starred values were filed as active, the others as inactive; . = not tested or not shown.

Field names: A = phage Ecoli inh; B = Rtt109 Vps75; C = Tat export inh; D = AddAB inh; E = CAL PDZ FP; F = Ecoli viability; G = Wnt act; H = DAGLB inhibitor; I = PfHsp90 set2; J = PvdQ inh
CC(C)C(=O)NC(NC(=S)NC1CCS(=O)(=O)C1)C(Cl)(Cl)Cl (stereo unspecified)
  A = 4.5	B = -7	C = -1	D = 0.6	E = -2.5	F = -1.2	G = 0	H = -2	I = 1	J = -11

Cn1c(=O)c2cc(S(=O)(=O)NC(C(=O)NC3CCCCC3)c3ccccc3)ccc2n(C)c1=O (stereo unspecified)
  A = 0.4	B = -1	C = -8	D = .	E = 0.6	F = .	G = -1	H = -3	I = -12	J = -12

CCN(C(=O)COC(=O)/C=C/c1ccco1)C1CCCCC1
  A = 1.0	B = 4	C = -2	D = 0.8	E = -2.1	F = 1.7	G = 15	H = -1	I = 14	J = -6

Nc1c(C(=O)O)sc2nc(-c3ccccc3)cc(-c3ccc(F)cc3)c12
  A = 2.5	B = 7	C = 1	D = 0.2	E = -3.4	F = 0.1	G = 2	H = -1	I = -10	J = -25

CN1CCN(c2nc3c(c(=O)n(C)c(=O)n3C)n2Cc2ccc(Cl)cc2)CC1
  A = -0.1	B = -2	C = -6	D = 0.2	E = -1.2	F = -0.6	G = -1	H = -5	I = 3	J = -13

COc1ccc(/C=N/NC(=O)CN2CCSCC2)c(OC)c1
  A = -0.2	B = -3	C = 0	D = -0.2	E = -1.0	F = -2.1	G = .	H = 0	I = 22	J = 7

O=C(CN1C(=O)/C(=C2/SC(=S)N(CCS(=O)(=O)O)C2=O)c2ccccc21)Nc1cccc(C(F)(F)F)c1
  A = 0.8	B = -4	C = -12	D = -1.6	E = 1.9	F = -2.8	G = -4	H = 5	I = -12	J = -5

Cc1cc(C)nc(SC2CC(=O)N(c3ccc(C)c(C)c3)C2=O)n1 (stereo unspecified)
  A = 2.5	B = 2	C = 2	D = 0.4	E = -0.4	F = 0.6	G = -1	H = -3	I = 11	J = 8

O=C(/C=C/c1cccnc1)c1ccccc1O
  A = 1.2	B = 23	C = -1	D = 3.0	E = 0.5	F = -1.6	G = 1	H = -3	I = -35	J = 10

O=C(Nc1ccc(Cl)cn1)C1CCN(S(=O)(=O)c2cccs2)CC1
  A = 2.3	B = -11	C = 5	D = 3.1	E = -0.6	F = 3.6	G = -10	H = 1	I = 20	J = -9

CN(C)CCNC(=O)c1sc2cccc(F)c2c1Cl
  A = 1.8	B = -13	C = 4	D = 0.1	E = -1.2	F = 0.3	G = 6	H = -1	I = .	J = -10

COc1ccc(CNC(=O)C2CCN(S(=O)(=O)c3cccnc3)CC2)cc1
  A = -1.2	B = -32	C = -2	D = -0.3	E = -1.1	F = 2.1	G = -2	H = 1	I = 6	J = -8

Cc1coc2c1c(C)cc1oc(=O)c(CC(=O)NCCCN3CCCC3=O)c(C)c12
  A = 1.3	B = -48	C = -1	D = 2.7	E = -0.7	F = -2.8	G = -1	H = -3	I = -5	J = -7

NCCS
  A = 4.2	B = -14	C = -5	D = -0.9	E = -0.3	F = 1.1	G = 6	H = 0	I = 16	J = 5

CC1CCCCC1NC(=O)c1cn(C)c2ccc(S(=O)(=O)N3CCOCC3)cc2c1=O (stereo unspecified)
  A = 0.8	B = 1	C = -3	D = 1.4	E = -2.1	F = 2.3	G = -2	H = 2	I = -7	J = -8

CCc1nn(CC(=O)NCCCN2CCN(C)CC2)c(=O)c2cc3sc(C)cc3n12
  A = 0.3	B = 7	C = -8	D = 4.4	E = -1.6	F = 0.0	G = 1	H = 0	I = -36	J = -7

COc1ccc(S(=O)(=O)Oc2ccc3c(c2)O/C(=C\c2cccnc2)C3=O)cc1
  A = 1.9	B = -2	C = 6	D = 1.3	E = -0.9	F = 1.8	G = -2	H = 0	I = 11	J = -10

O=C(CSc1nnc(-c2cccnc2)o1)OC1CCCCC1
  A = 3.9	B = -7	C = 0	D = 0.7	E = -0.6	F = 1.4	G = 1	H = 0	I = .	J = -13

COCCn1c(SCc2ccc(C(=O)OC)o2)nnc1-c1c[nH]c2ccccc12
  A = 2.4	B = 5	C = 1	D = -3.5	E = 0.3	F = 1.0	G = -2	H = 0	I = -10	J = -8

C#Cc1ccc([C@@H]2C=C(C(=O)NCc3ccccc3)O[C@H](OCCCCO)C2)cc1
  A = 3.1	B = 3	C = 0	D = 1.6	E = -0.3	F = -1.4	G = -4	H = -1	I = 4	J = 4

CN(C)CCNC(=S)Nc1ccc(F)c(F)c1F
  A = 2.0	B = 3	C = -9	D = 4.4	E = 0.2	F = 3.0	G = -2	H = 1	I = 4	J = 4

Cc1ccc(Oc2cc(N3CCOCC3)nc(-c3ccccc3)n2)cc1
  A = 1.3	B = -8	C = -2	D = 1.5	E = 0.7	F = -1.6	G = .	H = 0	I = -18	J = 0

COc1ccc(CNc2cccc(C)n2)c(O)c1
  A = 2.2	B = 2	C = -7	D = 2.0	E = -1.4	F = -1.9	G = -1	H = -1	I = 1	J = -4

O=C(Nc1cccc(-n2cccn2)c1)C1CCCN(Cc2cc3ccccc3[nH]2)C1 (stereo unspecified)
  A = 1.4	B = 5	C = 6	D = .	E = -1.5	F = .	G = -1	H = -2	I = -1	J = -15

Entries from the list above that contain four or more nitrogen atoms:
Field names: A = phage Ecoli inh; B = Rtt109 Vps75; C = Tat export inh; D = AddAB inh; E = CAL PDZ FP; F = Ecoli viability; G = Wnt act; H = DAGLB inhibitor; I = PfHsp90 set2; J = PvdQ inh
Cn1c(=O)c2cc(S(=O)(=O)NC(C(=O)NC3CCCCC3)c3ccccc3)ccc2n(C)c1=O (stereo unspecified)
  A = 0.4	B = -1	C = -8	D = .	E = 0.6	F = .	G = -1	H = -3	I = -12	J = -12

CN1CCN(c2nc3c(c(=O)n(C)c(=O)n3C)n2Cc2ccc(Cl)cc2)CC1
  A = -0.1	B = -2	C = -6	D = 0.2	E = -1.2	F = -0.6	G = -1	H = -5	I = 3	J = -13

CCc1nn(CC(=O)NCCCN2CCN(C)CC2)c(=O)c2cc3sc(C)cc3n12
  A = 0.3	B = 7	C = -8	D = 4.4	E = -1.6	F = 0.0	G = 1	H = 0	I = -36	J = -7

COCCn1c(SCc2ccc(C(=O)OC)o2)nnc1-c1c[nH]c2ccccc12
  A = 2.4	B = 5	C = 1	D = -3.5	E = 0.3	F = 1.0	G = -2	H = 0	I = -10	J = -8

O=C(Nc1cccc(-n2cccn2)c1)C1CCCN(Cc2cc3ccccc3[nH]2)C1 (stereo unspecified)
  A = 1.4	B = 5	C = 6	D = .	E = -1.5	F = .	G = -1	H = -2	I = -1	J = -15
